# NPC1 prom act: activators of NPC1 promoter; Potency, µM (doses to about 9.22 µM), inactives show at the top dose activation, usual class: activators; Huh7 NPC1 promoter luciferase reporter, 24 h; AID 485313; 2.4% of 320,000 active;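 further: % of control where 0% means no effect; nearly all actives have a fitted effect of over 60% in size; reporter is driven by a mutant NPC1 promoter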
#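 Luminescence from an NPC1 promoter-driven luciferase reporter in stably transfected Huh7 cells was measured after 24 h compound treatment at 37 °C, followed by 10 min ambient incubation with luciferase detection reagent.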
# Rab9 promoter act: Rab9 promoter activation | Huh7 Rab9 promoter-luciferase reporter, luminescence, 24 h | Potency, µM (top dose mostly 9.22 µM), without a hit: at the top dose activation, negative = inhibition, usual class: activators | 2.8% of 320,000 active; further: % of control where 0% means no effect; nearly all actives have a fitted effect of over 60% in size
#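 Cell-based reporter: Huh7 stable for Rab9 promoter-driven luciferase, plated in reduced-serum medium with 10% FBS at 1500 cells/well, compound-treated 24 h at 37 °C, luminescence read after 10 min reagent.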
# FLuc modulator: inhibits or activates purified firefly luciferase, miR-21 counter-screen. P08659. purified FLuc, Km substrates, luminescence inhibition. Potency, µM (highest dose often 57.5 µM), for the others: top-dose activity change, negative = inhibition, usual class: inhibitors. 6.9% of 360,000 active. AID 588342;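 further: plate controls were vehicle for no effect and reference inhibitor for full effect; nearly all actives have a fitted effect of over 55% in size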
#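 Purified P. pyralis luciferase, 10 nM final, with Km-level 10 uM D-luciferin and 10 uM ATP in 50 mM Tris acetate pH 7.5, 10 mM Mg acetate, 0.01% Tween-20, 0.05% BSA; 6-point qHTS titration about 60 µM downward; luminescence read.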
# BRCA1 expr act: increases BRCA1 expression; MCF7-BRCA1-FFLuc reporter, luminescence, 48 h; response scale: scaled: vehicle 0%, 10 µM genistein 100%; Potency, µM (highest dose often 46.1 µM), for the others: at the top dose activation, hits mostly activators; 1.1% of 380,000 active; AID 624202; further: nearly all actives have a fitted effect of over 80% in size; some results filed as inactive show a strong effect at the top dose
#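 Luminescence from a BRCA1-driven firefly luciferase in MCF7 cells was the read-out, taken 15 min after substrate addition following 48 h compound exposure at 37 °C. Data were normalized to a 10 microM genistein control and DMSO vehicle.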
# MBNL1 CUG block: inhibitors of human MBNL1 binding to CUG repeat RNA; Q9NR56; TR-FRET MBNL1-His/biotin-(CUG)12 binding, 665/545 ratio; Potency, µM (top dose mostly 57.5 µM), without a hit: at the top dose activity change, negative = inhibition, most hits filed as inhibitors; 0.036% of 280,000 active; AID 2675; active means well fitted inhibition curve with a large enough effect in the signal ratio, with a control signal flat, not every such curve was filed as active; inconclusive means small, poorly fitted or top-dose-only effect, or effect the other way, or a change in a side signal; inactive means no such curve, though single readings can be large or run the other way; the % refers to the signal ratio; further: on the % scale 0 is the no-effect control and ±100 the full control effect
# Target sequence (Q9NR56 whole entry, looked up): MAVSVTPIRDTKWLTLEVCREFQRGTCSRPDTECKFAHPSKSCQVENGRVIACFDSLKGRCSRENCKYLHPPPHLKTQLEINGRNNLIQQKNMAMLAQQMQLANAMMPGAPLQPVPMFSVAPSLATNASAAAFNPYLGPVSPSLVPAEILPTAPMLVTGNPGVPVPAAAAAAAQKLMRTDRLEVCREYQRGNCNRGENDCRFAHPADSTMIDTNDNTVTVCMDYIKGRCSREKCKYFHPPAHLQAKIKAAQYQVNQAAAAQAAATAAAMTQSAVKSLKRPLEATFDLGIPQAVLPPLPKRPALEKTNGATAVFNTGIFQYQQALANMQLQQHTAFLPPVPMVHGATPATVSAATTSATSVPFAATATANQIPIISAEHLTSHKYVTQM
#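 Compounds (final 92 nM to 58 uM) are added to His-tagged MBNL1 and biotin-(CUG)12, then terbium anti-His antibody and streptavidin-XL665 (5 nM final). After 60 min at room temperature, the 665/545 nm ratio is read.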
# RORgamma inh: ROR gamma (mouse) transcription inhibition. P51450. Drosophila S2 Gal4-RORgamma UAS-luciferase reporter, 20 h. Potency, µM (doses to about 53.6 µM), for inactives: at the top dose activity change, negative = inhibition, most hits filed as inhibitors. 5.4% of 310,000 active. AID 2551; further: on the % scale 0 is the no-effect control and ±100 the full control effect; nearly all actives have a fitted effect of over 60% in size
# Target sequence (P51450 whole entry, looked up, the tested form may be a part): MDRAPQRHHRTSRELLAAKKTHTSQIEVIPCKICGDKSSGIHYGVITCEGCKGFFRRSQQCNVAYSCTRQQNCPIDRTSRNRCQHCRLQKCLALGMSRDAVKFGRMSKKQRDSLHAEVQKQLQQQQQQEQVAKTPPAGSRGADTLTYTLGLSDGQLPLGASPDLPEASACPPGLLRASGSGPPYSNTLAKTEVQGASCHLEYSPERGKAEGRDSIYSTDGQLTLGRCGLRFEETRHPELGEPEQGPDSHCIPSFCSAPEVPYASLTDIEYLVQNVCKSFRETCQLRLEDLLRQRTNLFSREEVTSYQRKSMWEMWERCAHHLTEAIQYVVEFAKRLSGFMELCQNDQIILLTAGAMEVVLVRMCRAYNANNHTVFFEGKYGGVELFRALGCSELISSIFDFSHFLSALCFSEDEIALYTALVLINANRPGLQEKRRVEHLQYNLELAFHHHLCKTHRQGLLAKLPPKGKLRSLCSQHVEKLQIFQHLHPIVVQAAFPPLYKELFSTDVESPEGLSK
#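 In this cell-based reporter format, copper sulfate (700 uM final) drives Gal4–ROR gamma fusion expression from a metallothionein promoter in Drosophila Schneider cells; compounds preincubated 1 hr, reporter read after 20 hr at ambient temperature.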
# Gal4-VP16 FLuc: Gal4-VP16 reporter inhibition counter-screen. Drosophila S2 Gal4-VP16 UAS-luciferase, luminescence, 20 h. Potency, µM (series often up to 53.6 µM), for inactives: at the highest dose activity, negative = inhibition, usual class: inhibitors. 3.5% of 310,000 active;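 further: Gal4-VP16 expression switched on by copper sulfate through the metallothionein promoter; on the % scale 0 is the no-effect control and ±100 the full control effect; nearly all actives have a fitted effect of over 50% in size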
# uPA surface inh: blocks generation of uPA at the cell surface | 0.31% of 330,000 active | Potency, µM (highest dose often 38.3 µM), without a hit: at the top dose activity change, negative = inhibition, usual class: inhibitors | cell surface uPA generation assay, qHTS; active means well fitted inhibition curve with a large enough effect; inconclusive means small, poorly fitted or top-dose-only effect; inactive means no such curve, though single readings can be large or run the other way; tested in mouse RAW 264.7 cells; further: on the % scale 0 is the no-effect control and ±100 the full control effect; nearly all actives have a fitted effect of over 55% in size
# ELG1 genotoxic: inducers of genotoxicity in HEK293T ELG1-luciferase cells | HEK293T ELG1-luciferase reporter, luminescence, 16 h | 1.3% of 330,000 active | AID 504466 | Potency, µM (highest dose often 46 µM), without a hit: at the top dose activity change, positive = activation, usual class: activators; further: % of control where 0% means no effect; nearly all actives have a fitted effect of over 60% in size
#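 Luminescence read-out: rising ELG1-luciferase signal, reflecting elevated ELG1 protein under genetic stress, flags genotoxic compounds. Cells were treated for 16 hr at 37 °C before ONE-Glo detection.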
# p53 reactivator: restores transcriptional activity of mutant p53; H1299 p53-A138V BP100-luciferase reporter, luminescence, 24 h; Potency, µM (titrated, usually from 92.2 µM), for the others: top-dose activity change, positive = activation, most hits filed as activators; 0.063% of 320,000 active; AID 504706; further: % of control where 0% means no effect; nearly all actives have a fitted effect of over 45% in size
#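 p53-null H1299 cells stably carrying temperature-sensitive p53-A138V and a BP100-luciferase reporter were pinned with compounds (4-point, 1:5 series) and held 24 hrs at 37 deg C. Luminescence was read 10 min after detection reagent.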
# MLL CXXC-DNA inh: inhibitors of human MLL CXXC domain-DNA interaction | Potency, µM (highest dose often 115 µM), for the others: at the top dose activity change, negative = inhibition, hits mostly inhibitors | 0.037% of 290,000 active | AID 2662 | MLL-CXXC / FITC-HOXA9 DNA fluorescence polarization | Q03164; active means well fitted inhibition curve with a large enough effect in the polarisation, with a control signal flat, not every such curve was filed as active; inconclusive means small, poorly fitted or top-dose-only effect, or effect the other way, or a change in a side signal; inactive means no such curve, though single readings can be large or run the other way; the % refers to the polarisation
#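 Purified MLL-CXXC (added from a 7 uM solution) was preincubated 5 min at ambient with pinned compounds in 50 mM Tris-HCl pH 7.5, 50 mM NaCl, 1 mM DTT, 0.05% BSA. Fluorescein-labeled HOX-A9 DNA (50 nM solution) followed, 30 min, then polarization read.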
# An asterisk follows results filed as active; ? = inconclusive; · = no result given; & = joins results of further samples; [ ] = remark or other dose. Unless noted, the call rests on the fitted dose curve; in most records, active means well fitted curve in the direction sought with a large enough effect; inconclusive means small, poorly fitted or top-dose-only effect, or another doubt; inactive means no such curve, though single readings can be large; an effect the other way counts as inactive or inconclusive. Potency means the concentration at half of the fitted maximal effect.
# Sequence of screens – NPC1 prom act	Rab9 promoter act	FLuc modulator	BRCA1 expr act	MBNL1 CUG block	RORgamma inh	Gal4-VP16 FLuc	uPA surface inh	ELG1 genotoxic	p53 reactivator	MLL CXXC-DNA inh
- Cc1ccc(S(=O)(=O)Nc2nc3ccccc3s2)cc1[N+](=O)[O-]
  6.4%	-15.0%	?	-17.9%	-19.6%	?	-6.2%	·	-1.7%	-2.0%	1.2%
- Cc1ccsc1/C=N/N1CCOCC1
  6.7%	6.7%	-2.1%	9.3%	1.8%	14.6%	-7.1%	5.8%	8.0%	6.7%	-0.9%
- Oc1cccc2ccc(/C=C/c3c(F)cccc3Cl)nc12
  ?	3.98µM*	3.01µM*	43.2%	-4.0%	3.16µM*	?	0.0%	14.6µM*	10.2%	?
- COC(=O)c1nnn(CC(=O)NC(=O)Nc2cccc(C)c2C)c1C(=O)OC
  -2.4%	-0.8%	-1.5%&-0.4%	6.8%	-4.3%	33.9%	-8.3%	-2.5%	-0.4%	-3.7%	-6.6%
- CNC(=O)CC12CC3CC(CC(C3)C1)C2
  -0.7%	2.3%	?	13.9%	1.0%	-26.0%	-8.8%	-9.7%	15.7%	1.5%	18.9%
- N#CC(c1nc2ccccc2nc1N1CCCC1)S(=O)(=O)c1cccs1 (configuration not stated)
  1.1%	-5.7%	6.3%	10.3%	?	-11.0%	-8.0%	-1.6%	-3.7%	6.1%	-10.3%
- Cc1nnc(NC(=O)C2CC(=O)N(c3ccccc3)C2)s1 (configuration not stated)
  -1.0%	-2.5%	1.7%	-8.1%	2.7%	-6.3%	2.1%	-0.9%	3.6%	-2.4%	-2.8%
- COc1ccc(/C=N/NC(=O)c2ccc(Cn3cc([N+](=O)[O-])cn3)o2)c(OC)c1C
  -3.2%	-1.2%	2.8%	-33.6%	-17.8%	6.1%	-8.8%	0.4%	17.0%	5.2%	19.3%
- COc1ccc2oc(C(=O)NCC(c3ccco3)N(C)C)c(C)c2c1 (configuration not stated)
  17.6%	9.6%	?	26.1%	·	·	·	0.6%	?	3.2%	·
- CCOC(=O)c1ccc(N2C(=O)CC(SCC(=O)Nc3ccc(S(N)(=O)=O)cc3)C2=O)cc1 (configuration not stated)
  -2.2%	-38.6%[inhibitor]	0.3%	3.3%	-0.5%	?	?	-1.5%	-2.2%	-0.4%	5.1%
- COc1ccc(-c2cc3nnc(-c4ccccc4)nc3s2)cc1
  22.0%	?	0.169µM*	?	14.2%	-42.9%	-12.7%	4.5%	?	·	-16.0%
- CN(C)CCNC(C(=O)Nc1cccc(S(=O)(=O)N2CCOCC2)c1)c1ccccc1 (configuration not stated)
  1.6%	-5.5%	-0.6%	-1.4%	·	·	·	5.0%	0.4%	7.7%	·
- Cc1nn(-c2ccccc2)c(C)c1/C=N/NC(=O)c1cc(O)cc(O)c1
  -0.2%	-4.2%	19µM*	-0.2%	-6.3%	21.6%	3.0%	-6.8%	-14.9%	12.2%	?
- COc1ccc(CN2C(=O)c3cccnc3C2=O)cc1S(=O)(=O)N1CCOc2ccccc21
  2.2%	2.8%	2.2%	-3.5%	?	-11.6%	-6.1%	?	0.6%	14.4%	1.1%
- CC1CCC(NCc2ccco2)CC1 (configuration not stated)
  0.6%	0.5%	0.0%[2.3 µM]	16.8%	1.0%	-20.3%	1.2%	1.6%	-0.4%	-6.4%	0.9%
- Cc1ccc(S(=O)(=O)N/N=C2/CC(=O)CC(C)(C)C2)cc1[N+](=O)[O-]
  -4.8%	-3.6%	1.7%	-7.8%	5.2%	-0.2%	-5.3%	1.2%	-2.6%	-2.9%	-4.2%
- CCN(CC)S(=O)(=O)c1ccc(Oc2ccccc2)cc1
  -0.2%	-2.6%	-2.3%	-7.3%	-4.7%	?	6.4%	·	-9.9%	?	-6.5%
- CC(=O)N=c1sc(C(C)(C)C)c(C)n1C
  -0.3%	-1.6%	2.1%	-3.8%	-3.5%	11.0%	-1.8%	2.4%	1.6%	-5.4%	0.3%
- Cc1ccc(N2CC(C(=O)Nc3nnc(SCCN4CCOCC4)s3)CC2=O)cc1C (configuration not stated)
  -1.9%	9.1%	-12.3%	2.2%	-3.0%	1.5%	5.3%	6.6%	3.3%	1.3%	10.2%
- CCn1c(=NC(=O)CSC(C)=O)sc2cc(OC)ccc21
  0.9%	-3.7%	?	-27.1%	1.8%	10µM*	?	-19.5%	-0.5%	6.8%	1.4%
- Cc1ccc(C)n1-c1cccc(N)c1
  -2.1%	-6.2%	1.9%	·	1.0%	-14.9%	2.4%	·	12.5%	25.9%	-0.8%
- Cc1ccnc(NC(=O)CCNC(=O)c2ccc(Cl)cc2)c1
  3.7%	-2.6%	1.0%	12.6µM*	7.8%	-28.3%	-3.6%	2.4%	10.7%	0.6%	-4.9%
- O=C(/C=C/c1ccccc1)N/C(=C\c1ccco1)C(=O)O
  -5.6%	4.3%	?	-10.1%	?	3.0%	-3.4%	4.3%	0.4%	-3.2%	-2.5%
- CSCCC(NC(=O)c1cc(S(=O)(=O)N2CCOCC2)ccc1F)c1nc2ccccc2[nH]1 (configuration not stated)
  5.4%	-3.9%	·	-13.5%	·	·	·	-2.4%	-3.2%	-23.0%	·
- O=C1N(Cc2ccccc2F)c2ccccc2C12OCCCO2
  1.7%	-5.1%	0.4%	-24.0%	-10.8%	4.0%	-6.8%	·	-0.5%	4.2%	-0.4%
- Cc1ccc([C@@H]2[C@@H]3C(=O)N(C)C(=O)[C@@H]3[C@]3(C)C(=O)N(Cc4ccccc4)CC(=O)N23)o1
  4.9%	-0.5%	-4.0%	8.4%	1.9%	?	-3.5%	5.1%	-0.1%	6.9%	-4.8%
- NS(=O)(=O)c1ccc(NC(=O)C2COc3ccccc3O2)cc1 (configuration not stated)
  -0.9%	-5.6%	1.8%	-43.3%	-7.6%	26.0%	15.3%	0.7%	2.1%	-1.5%	6.7%
- CC1=C(C(N)=O)C(c2ccc3c(c2)OCO3)n2nc(-c3cccc(C)c3)nc2N1 (configuration not stated)
  -13.6%	-15.5%	1.3%	33.1%	4.3%	5.62µM*	20µM*	-0.7%	-2.7%	3.1%	101.5%[activator]
- COCCNc1nc(SCC(=O)N2CCN(c3ccccc3OC)CC2)nc2ccccc12
  -5.5%	2.4%	7.5%	-45.4%	-6.7%	-3.7%	-1.9%	·	-3.8%	-5.8%	-1.3%
- CC1CCC(C(C)C)C(OC(=O)C[n+]2cc(-c3ccc(Cl)cc3)n3c2CCC3)C1 (configuration not stated)
  -6.2%	-6.6%	-1.5%	-38.8%	-6.2%	-18.9%	?	-4.4%	-12.7%	-11.3%	-4.2%

# 2 compounds from above, limited to NPC1 prom act and BRCA1 expr act.
SMILES,NPC1 prom act,BRCA1 expr act
CCn1c(=NC(=O)CSC(C)=O)sc2cc(OC)ccc21,0.9%,-27.1%
Cc1nnc(NC(=O)C2CC(=O)N(c3ccccc3)C2)s1 (configuration not stated),-1.0%,-8.1%

# The list continues:
# Sequence of screens – NPC1 prom act	Rab9 promoter act	FLuc modulator	BRCA1 expr act	MBNL1 CUG block	RORgamma inh	Gal4-VP16 FLuc	uPA surface inh	ELG1 genotoxic	p53 reactivator	MLL CXXC-DNA inh
- O=C(NCc1ccccc1CN1CCCC1)c1ccc(Cl)c(S(=O)(=O)N2CCCC2)c1
  -1.4%	-1.3%	1.7%	-30.5%	·	·	·	-29.1%	-3.8%	-5.0%	·
- S=c1[nH]nc(-c2ccco2)n1-c1ccc(Cl)cc1
  -1.0%	-5.7%	-15.2%	0.8%	27.8%	8.91µM*	-28.7%	-2.5%	0.6%	3.6%	-0.7%
- Cc1ccc2[nH]c3c(NCCCN4CCCC4=O)ncnc3c2c1
  20.3%	28.7%	?	72.5%	-12.4%	56.8%	-12.8%	-1.3%	4.6%	0.0%	-1.7%
- Cc1ccc(N2C(=O)N(CC(=O)Nc3cccc([N+](=O)[O-])c3C)C(=O)C2C)cc1 (configuration not stated)
  1.1%	-2.9%	?	28.0%	·	·	·	-2.3%	16.9%	1.6%	·
- C(=N\N1CCOCC1)/c1cn(-c2ccccc2)nc1-c1ccccc1
  11.8%	5.5%	23.9µM*	40.5%	3.3%	35.5%	-13.9%	0.5%	-0.8%	12.4%	-2.4%

# Screens as filed in PubChem.

# Some of the compounds tested; the hit share may differ from the screen's.
